Assay outcomes from PubChem BioAssay.
GlmU inhibition: inhibition of mycobacterial GlmU enzyme – biochemical, glucosamine-1-phosphate acetyltransferase (AID 1376) | actives 0.25% (n = 220,000) | inhibition, %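 (tested at 30 µM in the primary screen)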; hits with a dose series show IC50 in µM | M. tuberculosis GlmU acetyltransferase enzyme assay; higher % means a stronger effect; in the data active means inhibition above about 13%;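 further: 0% = complete reaction with vehicle and 100% = reaction without substrate; strong numbers were not always called active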
Mtb RmlCD inh: M. tuberculosis RmlC/RmlD inhibition. P9WH09+P9WH11. inhibition, % at 3.6 µM. actives 0.03% (n = 160,000). AID 1533. RmlC+RmlD coupled enzyme assay, percent inhibition; primary screen in compound mixtures; in the data active means inhibition mostly above about 34%, no sharp cut-off; further: some results filed as inactive read as strong as hits
Target sequence (P9WH09 whole entry, looked up): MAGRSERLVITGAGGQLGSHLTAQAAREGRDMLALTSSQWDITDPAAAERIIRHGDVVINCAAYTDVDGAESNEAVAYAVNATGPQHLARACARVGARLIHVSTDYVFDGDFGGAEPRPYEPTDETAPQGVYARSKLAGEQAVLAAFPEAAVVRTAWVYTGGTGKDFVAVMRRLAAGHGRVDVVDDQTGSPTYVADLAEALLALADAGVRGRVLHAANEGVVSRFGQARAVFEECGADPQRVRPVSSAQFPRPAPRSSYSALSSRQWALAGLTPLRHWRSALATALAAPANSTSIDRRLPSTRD
Target sequence (P9WH11 whole entry, looked up): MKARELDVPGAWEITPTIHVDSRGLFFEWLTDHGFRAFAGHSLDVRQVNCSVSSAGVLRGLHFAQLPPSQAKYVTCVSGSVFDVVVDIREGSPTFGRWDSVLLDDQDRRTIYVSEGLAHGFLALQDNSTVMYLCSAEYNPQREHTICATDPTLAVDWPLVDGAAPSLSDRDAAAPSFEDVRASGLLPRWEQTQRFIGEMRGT
* = called active by the depositor; nt = not tested or not shown. This is a subset; the hit share may differ from the screen's.

The line under a structure holds: GlmU inhibition, Mtb RmlCD inh
> CC1=CC(C)(C)N2C(=O)C3(SCC(=O)N3c3ccc(F)cc3)c3cc(C)cc1c32 (centres undefined)
 : -2.1%, 12
> O=C(NCc1ccccc1)c1ccc(Br)cc1Br
 : 0.9%, -9
> Clc1ccc(Cn2cc(/C=N/n3cnnc3)c3ccccc32)cc1
 : 1.6%, 8
> Cc1nnc(SCC(=O)Nc2sc3c(c2C#N)CCCC3)[nH]c1=O
 : 2.4%, 10
> O=C(CN1CCOCC1)c1ccc2cc[nH]c2c1
 : -6.9%, -3
> Cc1ccc(C)c(C(C)NC(=O)CC#N)c1 (centres undefined)
 : -1.8%, 10
> CCCc1cc2c(=O)c(-c3nc4ccccc4s3)c(COCC(=O)O)oc2cc1O
 : 3.2%, 4
> O=C(NNc1nc(=O)c2cccnc2s1)c1ccccc1O
 : 2.8%, 9
> O=C1Nc2ccccc2N=C(c2ccccc2)C1Br (centres undefined)
 : -1.7%, 9
> COc1ccc(-c2c3c(nc4sc(C(=O)Nc5ccccc5)c(N)c24)CCC3)cc1
 : -0.7%, nt
> COc1cc(CC(=O)Nc2ccc(S(=O)(=O)Nc3ncccn3)cc2)cc(OC)c1OC
 : -2.0%, -2
> CCOc1ccc(Nc2oc(-c3ccco3)nc2C#N)cc1
 : 1.0%, -8
> COc1cc(C(=O)NCCc2cc3c(OC)ccc(OC)c3[nH]c2=O)cc(OC)c1OC
 : 4.9%, -3
> COC(=O)c1ccc2c(=O)n(CCN3CCOCC3)c(SCC(=O)C(C)(C)C)nc2c1
 : -0.4%, -1
> COc1ccc(NC(=O)c2ccc(NS(=O)(=O)c3c(C)noc3C)cc2)cc1OC
 : 3.2%, nt
> CC(=O)c1ccc(OC(C)C)c(CSC(=N)N)c1
 : -1.0%, nt
> CC(C)CCN1C(=O)c2ccc(C(=O)Nc3cccc(S(N)(=O)=O)c3)cc2C1=O
 : -11%, 9
> CCC1Sc2ccccc2N(CC(=O)NCCC2=CCCCC2)C1=O (centres undefined)
 : 6.7%, nt
> CC1CCc2onc(C(=O)O)c2C1 (centres undefined)
 : 1.7%, 11
> Cc1n[nH]c(=O)n1-c1ccc(C(C)C)cc1
 : -0.5%, nt

Single records, from the list above. Values in the order: GlmU inhibition | Mtb RmlCD inh
`O=C(CN1CCOCC1)c1ccc2cc[nH]c2c1` in the list: -6.9% | -3
`CC1=CC(C)(C)N2C(=O)C3(SCC(=O)N3c3ccc(F)cc3)c3cc(C)cc1c32` (centres undefined) in the list: -2.1% | 12
`CCC1Sc2ccccc2N(CC(=O)NCCC2=CCCCC2)C1=O` (centres undefined) in the list: 6.7% | nt

(continued)
The line under a structure holds: GlmU inhibition, Mtb RmlCD inh
> CCOc1ccc(-n2c([S-])c(C(=O)Nc3ccc(S(=O)(=O)N4CCOCC4)cc3)[n+]3cc(C(N)=O)ccc23)cc1
 : -4.9%, nt
> COc1cccc(NC(=O)CCSc2nnc3scc(-c4ccccc4)n23)c1
 : -0.7%, nt
> C/C(=N\Nc1ccccc1)c1cc2ccccc2oc1=O
 : 3.1%, 0
> CCc1c(C)nc2c(-c3ccccc3)c(C)nn2c1Nc1ccc(NC(C)=O)cc1
 : -4.4%, 27
> O=C1C2C3C=CC(C3)C2C(=O)N1c1ccc2ccccc2n1 (centres undefined)
 : 2.7%, nt
> CSc1nsc2nc(=O)c(/C=C3\C(C)=Nc4ccc(C)cc43)c(N)n12
 : 8.8%, 7
> COc1ccc2[nH]c(=O)c(-c3nnn(-c4ccc(Cl)nc4)n3)cc2c1
 : -1.2%, nt
> CCC(C(=O)O/N=C(\N)c1ccc(C)cc1)c1ccccc1 (centres undefined)
 : 2.6%, 10
> COC(=O)c1ccc(CC(=O)c2ccc(O)cc2O)o1
 : 4.8%, 16
> CC(=O)Nc1ccc(S(=O)(=O)NC2(C(F)(F)F)N=C(c3ccccc3)NC2=O)cc1 (centres undefined)
 : 9.2%, nt
> CCSC(=O)N(CC)CC(=O)Nc1c(CC)cccc1CC
 : -2.1%, 1
> Cc1nn(-c2ccccc2)c(Cl)c1/C=N/NC(=O)c1ccc(CNc2ccccc2)o1
 : -0.4%, 8
> CCOC(=O)c1csc(-n2nc(C)cc2C(F)(F)F)n1
 : -3.3%, -4
> COC(=O)c1ccsc1NC(=O)C1=COCCO1
 : -0.9%, -6
> C=C1C(=O)O[C@@H]2[C@H]1[C@@H](OC(=O)/C(C)=C/C)C/C(C)=C\C(=O)/C=C(\C)[C@@H]2O
 : 1.3%, 8
> Cc1ccc(OCc2nnc(SCc3cc(=O)[nH]c4ccccc34)o2)cc1
 : 6.1%, -20
> Cc1ccc(N2C(=O)N(C(C)C)C(C)(C)CC2(C)O)cc1 (centres undefined)
 : 5.4%, 6
> Cc1nc(NC(=O)/C=C/c2ccco2)sc1C
 : 8.5%, 4
> C[C@@H]1CN(C(=O)c2nc3ccc(Cl)cn3c2CNCC[C@@H]2C[C@@H]3C=C[C@H]2C3)C[C@H](C)O1
 : -1.8%, nt
> COc1cccc(CNC(=O)C2=Cc3cccc(OC)c3OC2)c1
 : -0.4%, nt
> CCCCCOCC(O)CCC(=O)NN (centres undefined)
 : -1.6%, 11
> Cc1cc(C)c(C(N)=O)c(Nc2ccc3c(c2)OCCO3)n1
 : 6.3%, nt
> Cc1ccc(C)c(NC(=O)CSc2nnc(CNC(=O)c3cccs3)o2)c1
 : 0.8%, 23
> COc1ccc(C(=O)NNC(=O)C(Cc2ccc(O)cc2)NC(=O)c2ccccc2NC(=O)c2ccc(OC)cc2)cc1 (centres undefined)
 : -2.8%, -10
> C/C=C(/C)C(=O)O[C@@H]1c2c(ccc3ccc(=O)oc23)O[C@@H]1C(C)(C)OC(=O)/C(C)=C\C
 : 3.6%, nt
> O=S(=O)(c1ccc(-c2nnc(SCc3ccccc3)o2)cc1)N1CCCC1
 : -4.2%, nt
> Cc1cc(C)n(CCNC(=O)CC2C(=O)NCCN2Cc2ccccc2C(F)(F)F)n1 (centres undefined)
 : -0.1%, nt
> COc1cc(C(=O)OCc2ccc(C)cc2)cc(NC(=O)c2cccs2)c1OC
 : 2.0%, 4
> CN(C)S(=O)(=O)c1ccc(NC=O)cc1
 : -2.3%, -4
> Cc1ccc(N2C(=O)CC(Sc3ncccc3C(=O)O)C2=O)cc1 (centres undefined)
 : -0.4%, -8
> CC1(C)CC(=O)C2=C(C1)N(Cc1ccco1)C(=O)C2(NC(=O)c1cccnc1)C(F)(F)F (centres undefined)
 : -2.9%, nt
> CNC(=O)COC(=O)c1ccc(NC(=O)CC#N)cc1
 : 2.6%, nt
> CCOC(=O)/C(C#N)=C1/C=CN(C)C(C)=N1
 : 0.3%, 18
> Cc1ccc2nc(SCc3nc4ccccc4c(=O)[nH]3)[nH]c2c1
 : -0.1%, -12
> Cn1c(N)c(C(=O)COC(=O)C2(c3cccc(F)c3)CCCC2)c(=O)n(C)c1=O
 : -2.3%, 10
> Cc1ccc(-c2noc(CSc3nnc(-c4cccs4)n3C)n2)cc1
 : 8.2%, nt
> CCCCn1c(N)c(-c2nc3ccccc3s2)c2c([N+](=O)[O-])nn(CC)c(=O)c21
 : 1.4%, 3
> CC(/C=C/c1ccco1)=N\NC(=O)c1cc(C)[nH]n1
 : -4.3%, -49
> COc1ccc(NC(=O)C23CC4CC(C2)CC(c2ccc(C)cc2)(C4)C3)cc1
 : 1.0%, 7
> Cc1cc(C)cc(N/C(N)=N/c2nc(C)cc(C)n2)c1
 : -1.0%, 8
> COCCOC(=O)C1=C(C)NC2=C(C(=O)CC(C)(C)C2)C1c1cccnc1 (centres undefined)
 : -4.9%, 62
> COc1ccc(NC(=O)c2ccc(COCC(F)(F)F)cc2)cc1OC
 : -0.1%, 16
> CC1=CC(C)C2(CO)COC(c3ccccc3O)C1C2C (centres undefined)
 : 2.6%, nt
> Cc1ccc(NCc2nnc3n2CCCCC3)c(C)c1
 : -5.9%, 8
> CCCC(=O)NNC(=O)CCC(=O)Nc1ccccc1Cl
 : -7.9%, -12
> CCc1ccc(OCCCC(=O)NCc2ccccc2)cc1
 : 5.4%, 5
> CCCOc1c(Br)cc(/C=N/O)cc1OC
 : 4.5%, -4
> OCCCNC(=S)NC1CCCC1
 : 3.1%, -7
> Cc1ccc(CN2C(=O)N/C(=C/c3ccc(-c4ccc(C(=O)O)cc4)o3)C2=O)cc1
 : 4.7%, -4
> Cc1noc(C)c1C(=O)OCC(=O)c1ccc[nH]1
 : 5.3%, 3
> CC(C)Oc1ccc(CN=C(N)N=C(N)N)cc1Cl
 : -2.4%, -8
> CCN1CCN(CC(=O)Nc2cc(C)c(C)cc2[N+](=O)[O-])CC1
 : 0.6%, -4
> Cc1cccc(-n2c(-c3csc(C)c3C)n[nH]c2=S)c1
 : 0.8%, -9
> CCN(CC)S(=O)(=O)c1ccc2c(c1)N(CC(=O)NCc1ccccn1)C(=O)CO2
 : 3.0%, 7
> O=S(=O)(c1ccc(Oc2ccc(Br)cc2F)nc1)N1CCCCC1
 : -1.7%, 13
> C=CCc1cc(C=O)cc(OC)c1OCc1c(Cl)cccc1Cl
 : -2.0%, -5
> COCCn1c(-c2cccc([N+](=O)[O-])c2)nc2c1c(=O)[nH]c(=O)n2Cc1ccccc1
 : 3.7%, 98
> COc1ccc(NC(=O)CSc2nc3ccccc3c(=O)n2CCC(=O)N2CCCCC2)cc1
 : -3.2%, nt
> C=CCOc1ccc(/C=C2\SC(=S)N(C(C(=O)O)c3ccccc3)C2=O)cc1 (centres undefined)
 : 11%, 7
> COc1ccc(-c2nnc(SCC#N)o2)cc1
 : -0.8%, -5

Later entries.
The line under a structure holds: GlmU inhibition, Mtb RmlCD inh
> Cc1ccc(S(=O)(=O)NCCNc2ccc([N+](=O)[O-])cc2C(F)(F)F)cc1
 : 2.9%, -7
> CC(=O)Oc1ccc(C(=O)Nc2ccccc2C(=O)NCC(C)C)cc1
 : 4.8%, 3
> COc1ccc(NC(=O)C(NC(C)=O)C(=O)NCc2ccccc2OC)cc1 (centres undefined)
 : -1.2%, 8
> O=C(NNC1CC(=O)N(c2ccccc2)C1=O)c1ccco1 (centres undefined)
 : 1.9%, nt
> COc1ccccc1NS(=O)(=O)c1cc(N)ccc1N1CCCCC1
 : -2.8%, -1
> Cc1cc2c(cc1C)C(c1ccsc1)CC(=O)N2 (centres undefined)
 : -2.8%, nt
> CC(O)CSc1nc2c(c(=O)[nH]c(=O)n2C)n1CC(O)COc1ccccc1 (centres undefined)
 : -0.6%, nt
> CC(C)c1cc(C(=O)O)n[nH]1
 : 2.4%, nt
> COc1ccc(OCCCC(=O)Nc2cccc([N+](=O)[O-])c2)cc1
 : 2.8%, -14
> Cc1nc(N)sc1C(=O)NN
 : -1.6%, 9
> COc1ccc(Cl)cc1N(CC(=O)N/N=C/c1ccc(OCC(N)=O)cc1)S(C)(=O)=O
 : 2.2%, 7
> CCN(/C=N/c1sc2c(c1C#N)CCCCC2)CC
 : 1.7%, nt
> COc1ccc(NC(=O)COC(=O)c2ccc(OCc3ccccc3Cl)c(OC)c2)c(OC)c1
 : -5.0%, -9
> Cc1cccc(-n2c(N)c(C(=O)NCCN3CCOCC3)c3nc4ccccc4nc32)c1
 : -1.0%, 8
> O=C(c1ccc(Br)cc1)N(c1ccccn1)C1CCCCC1
 : 0.3%, nt
> COc1ccc(C(=O)/C=C/c2ccc(OC)c(CN3CCOCC3)c2)cc1
 : 2.7%, -8
> CCC(C(=O)OCC(=O)Nc1c(Cl)cccc1Cl)c1ccccc1 (centres undefined)
 : 2.4%, 2
> CC(=O)Nc1cccc(OCC(O)Cn2cnc3ccccc32)c1 (centres undefined)
 : -2.7%, nt
> Cc1ccc(S(=O)(=O)N2CCN(C(=O)CN3CCOCC3)C2C(C)C)cc1 (centres undefined)
 : 8.3%, nt
> O=C(CN(c1cccc([N+](=O)[O-])c1)S(=O)(=O)c1ccccc1)NCc1ccccc1
 : 0.9%, -15

Four of these compounds in a different format.
> COc1ccc(NC(=O)C(NC(C)=O)C(=O)NCc2ccccc2OC)cc1 (centres undefined)
- GlmU inhibition: -1.2%
- Mtb RmlCD inh: 8

> O=C(NNC1CC(=O)N(c2ccccc2)C1=O)c1ccco1 (centres undefined)
- GlmU inhibition: 1.9%
- Mtb RmlCD inh: nt

> COc1ccccc1NS(=O)(=O)c1cc(N)ccc1N1CCCCC1
- GlmU inhibition: -2.8%
- Mtb RmlCD inh: -1

> Cc1cc2c(cc1C)C(c1ccsc1)CC(=O)N2 (centres undefined)
- GlmU inhibition: -2.8%
- Mtb RmlCD inh: nt

Other compounds
The line under a structure holds: GlmU inhibition, Mtb RmlCD inh
> CC(=O)Nc1cc(C(=O)N2CCCC2)ccc1Sc1ccc(C)cc1
 : -2.1%, 0
> Cc1ccc(/C([O-])=C(/C(=S)NCc2ccccc2)[n+]2ccccc2)cc1[N+](=O)[O-]
 : 0.0%, -12
> COc1ccc(Oc2nc(OC)cc(OC)n2)cc1
 : 3.4%, 6
> Cc1ccccc1C(=O)NC1CCN(C(=O)N2CCOCC2)CC1
 : -4.7%, nt
> N#Cc1nc(COc2cccc(Cl)c2)oc1N1CCN(c2ccccc2)CC1
 : 3.1%, nt
> O=C(C1=C[C@H](c2csc3ccccc23)C[C@H](OCCCCO)O1)N1CCN(Cc2ccc3c(c2)OCO3)CC1
 : 2.4%, nt
> O=C(Nc1ccccc1Cc1ccccc1)C1CC(=O)N(c2ccc3c(c2)OCCO3)C1 (centres undefined)
 : -0.2%, nt
> CCC(=O)NC(C)C(c1cccs1)N1CCOCC1 (centres undefined)
 : -7.2%, nt
> CCO[C@H]1OC(C(=O)Nc2ccccc2)=C[C@@H](c2coc3ccccc3c2=O)[C@@H]1CCCO
 : 1.4%, nt
> Cc1ccc2cc(C(c3nnnn3Cc3ccccc3)N3CCc4ccccc43)c(=O)[nH]c2c1C (centres undefined)
 : -3.2%, -8
> CCn1c(=N)n(CC(=O)C(C)(C)C)c2ccccc21
 : -2.5%, nt
